RGS4 block = RGS4 inhibitors, primary screen, cell-based, HEK293 M3R inducible RGS4, calcium flux | hit rate 0.45% among 310,000 | Regulator of G-protein signaling 4 (Homo sapiens), P49798 | Fluo-4 calcium flux; active compounds read high; triggered by carbachol at its EC20 | B-score at 10 µM | AID 463165, 2010;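 active = B-score, a plate-corrected calcium signal, over three deviations above library mean, with baseline fluorescence within five deviations of library mean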;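 note: RGS4 expression induced by doxycycline in cells with stable M3 receptor; B-score is computed from the integrated fluorescence ratio over baseline after carbachol; higher B-score means a larger calcium signal and so more RGS4 inhibition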
GSK3B inh = human GSK3beta kinase inhibitors, primary screen, biochemical, cell-free homogeneous, HTS. activity score (negative = inhibition), % at 10 µM. Glycogen synthase kinase-3 beta (Homo sapiens), P49841. hit rate 0.038% among 300,000. AID 2097, 2009. GST-GSK3beta kinase, ADP-Glo luminescence, 60 min; active compounds read low;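 active = more than half of replicate wells score below -50%, meaning over 50% inhibition versus plate controls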;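 note: 0% = median DMSO wells and -100% = median GW8510 positive control wells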
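Assay system: GST-fused GSK3beta enzyme, cell-free / Medium: Tris pH 7.5 buffer with MgCl2, DTT, BSA, heparin / Also added: peptide substrate plus 25 µM ATP (final) / Compound: 10 µM single point / Timing: kinase reaction with compound 60 min at room temperature / Detection: ADP-Glo luminescence / Benchmarks: DMSO neutral wells and GW8510 at 20 µM as positive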
KCNK3 block = human KCNK3 channel inhibitors, primary screen, CHO cells, FluxOR thallium flux, B-score | hit rate 0.84% among 340,000 | Potassium channel subfamily K member 3 (Homo sapiens), O14649 | FluxOR fluorescence; active compounds read low | B-score at 10 µM;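 active = B-score under library mean minus 4 SD, starting fluorescence ratio at most library mean plus 5 SD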;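 note: more negative B-score means stronger inhibition of thallium flux through KCNK3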
DYRK1A inh = rat Dyrk1A kinase inhibitors, primary screen, biochemical, single point, plate reader. hit rate 0.43% among 310,000. ADP-Glo luminescence, NFATc1 peptide. Dual specificity tyrosine-phosphorylation-regulated kinase 1A (Rattus norvegicus), Q63470. inhibition, % at 12.5 µM. AID 504441, 2011; in the data active = inhibition above about 50%;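 note: plate controls were vehicle with enzyme for no effect and no enzyme for full effect; many of its hits are not listed in these tables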
KCNQ1 inh = inhibitors of human KCNQ1 channel, primary screen, cell-based, thallium flux, high-throughput; hit rate 1.3% among 310,000; B-score at 10 µM; CHO-K1 KCNQ1, FluxOR thallium flux fluorescence; active compounds read high; Potassium voltage-gated channel subfamily KQT member 1 (Homo sapiens), P51787;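 active = compounds whose thallium flux B-score, printed positive for inhibition, exceeds three library SD while starting fluorescence stays within three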;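 note: channel opened by potassium depolarization with thallium stimulus after 20 min compound exposure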
KCNQ1 act = potentiators or activators of KCNQ1 channel, primary screen, cell-based, thallium flux, high-throughput; Potassium voltage-gated channel subfamily KQT member 1 (Homo sapiens), P51787; CHO-K1 KCNQ1, thallium flux FluxOR fluorescence; active compounds read high; B-score at 10 µM; hit rate 0.35% among 310,000;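 active = fluorescence ratio B-score, a plate-corrected score, at least three library SD, with initial intensity B-score within 5 SD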
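assay system = CHO-K1 cells stably expressing KCNQ1 | medium = assay buffer, equal DMSO in all wells | timing = 37 °C overnight plating, 90-min dark dye load, 20-min compound pretreatment | measured by = kinetic FluxOR thallium fluorescence, 10-s 1-Hz baseline, 110-s post-stimulus read | measure = fluorescence change relative to baseline, converted to B score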
hERG rescue = hERG rescue from dofetilide block, primary screen, cell-based, CHO-hERG, FluxOR thallium flux, dofetilide IC70. Voltage-gated inwardly rectifying potassium channel KCNH2 (Homo sapiens), Q12809. dofetilide IC70 present. activation (rescue from dofetilide block), less the hit threshold, % at 10 µM. hit rate 0.51% among 310,000;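 active = activation above the mean of controls blocked by dofetilide plus 5 SD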;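 note: thallium influx through hERG after potassium depolarization seen as dye fluorescence rise; in these data hits start at about 4.7%; inactives centre near -7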
Target sequence (Q12809 whole entry, looked up): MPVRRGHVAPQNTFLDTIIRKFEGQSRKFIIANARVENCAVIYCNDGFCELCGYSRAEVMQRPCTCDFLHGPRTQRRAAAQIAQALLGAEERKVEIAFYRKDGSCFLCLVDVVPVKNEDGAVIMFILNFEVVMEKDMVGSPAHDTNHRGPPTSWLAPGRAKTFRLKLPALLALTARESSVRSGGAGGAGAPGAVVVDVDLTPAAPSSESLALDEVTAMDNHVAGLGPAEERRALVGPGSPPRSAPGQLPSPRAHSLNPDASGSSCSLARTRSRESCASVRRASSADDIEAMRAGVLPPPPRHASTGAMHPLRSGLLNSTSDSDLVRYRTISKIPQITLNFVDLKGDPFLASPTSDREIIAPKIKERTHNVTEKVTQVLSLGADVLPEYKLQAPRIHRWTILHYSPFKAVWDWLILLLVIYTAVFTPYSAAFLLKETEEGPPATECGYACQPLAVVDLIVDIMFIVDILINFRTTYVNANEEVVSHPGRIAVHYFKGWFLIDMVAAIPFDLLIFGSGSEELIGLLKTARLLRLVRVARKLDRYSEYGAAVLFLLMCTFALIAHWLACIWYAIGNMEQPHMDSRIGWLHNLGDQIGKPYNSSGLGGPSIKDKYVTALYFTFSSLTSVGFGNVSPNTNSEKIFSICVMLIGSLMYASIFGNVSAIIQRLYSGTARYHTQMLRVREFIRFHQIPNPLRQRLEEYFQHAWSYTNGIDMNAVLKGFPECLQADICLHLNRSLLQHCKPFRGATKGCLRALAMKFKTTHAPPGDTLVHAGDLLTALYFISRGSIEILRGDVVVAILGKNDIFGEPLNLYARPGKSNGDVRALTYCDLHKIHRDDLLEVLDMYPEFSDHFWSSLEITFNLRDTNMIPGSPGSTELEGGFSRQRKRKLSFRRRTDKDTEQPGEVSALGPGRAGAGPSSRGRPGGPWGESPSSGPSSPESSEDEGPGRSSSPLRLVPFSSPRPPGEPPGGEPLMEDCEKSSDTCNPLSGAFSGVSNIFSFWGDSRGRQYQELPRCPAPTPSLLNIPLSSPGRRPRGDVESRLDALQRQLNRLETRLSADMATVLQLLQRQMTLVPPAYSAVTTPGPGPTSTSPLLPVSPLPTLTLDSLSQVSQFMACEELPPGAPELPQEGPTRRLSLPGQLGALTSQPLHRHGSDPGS
PolyA inh = polyadenylation inhibitors in yeast reporter cells, primary screen, luminescence, S. cerevisiae; S. cerevisiae SKY197-pL101 polyadenylation reporter, beta-gal luminescence; efflux-impaired pdr1/pdr3 knockout yeast; score 100 = 6 SD above DMSO; calls only at 12 µM; hit rate 0.02% among 300,000; AID 1875, 2009;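 active = lowest replicate activity score at least 50, where 100 means six control SD above control mean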;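 note: yeast exposed to compound for 9 h at 30 °C; higher score means more reporter readthrough which indicates perturbed polyadenylation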
GSK3A inh = blockers of GSK3A enzyme activity – biochemical, luminescence, cell-free homogeneous, HTS, primary screen | Glycogen synthase kinase-3 alpha (Homo sapiens), P49840 | GSK-3 alpha kinase, ADP-Glo luminescence, 60 min | inhibition, % at 10 µM | hit rate 0.1% among 320,000 | AID 2650, 2010;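 in the data active = inhibition above about 50%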;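 note: GST-tagged GSK-3 alpha with peptide substrate and 25 µM ATP; 0% = DMSO neutral wells and 100% = GW8510 positive control wells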
KCNK9 block = KCNK9 potassium channel inhibitors, primary screen, HEK293 cells, thallium flux; FluxOR thallium flux fluorescence; active compounds read low; hit rate 1.2% among 310,000; B-score at 10 µM; Potassium channel subfamily K member 9 (Homo sapiens), Q9NPC2; AID 488922, 2010;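 active = ratio B-score over 3 SD below the library mean, with starting fluorescence within 5 SD of its mean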;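 note: negative B-score means less thallium flux so channel inhibition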
RGS4 pot = RGS4 potentiators or activators, primary screen, cell-based, HEK293 M3R inducible RGS4, calcium flux. carbachol calcium flux Fluo4; active compounds read low. B-score at 10 µM. hit rate 0.92% among 310,000;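 active = B-score of the integrated calcium signal more than 4 SD below the library mean, with starting fluorescence not abnormally high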;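 note: negative B-score means reduced calcium response which marks RGS4 activation or potentiation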
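test system = HEK293 cells with stable M3R and inducible RGS4 | schedule = recording 10 s baseline at 1 Hz, 100 s post-agonist | technique = Fluo4-AM (2 µM) calcium-flux fluorescence, kinetic read | measure = Agonist-evoked peak-minus-minimum fluorescence over baseline, integrated ratio, B score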
Numbers without * were called inactive.

`C/C(=N/N=C1/NC(=O)CC(C(=O)Nc2ccccc2)S1)c1cccs1` (stereo not given) gave RGS4 block inactive, GSK3B inh -1.7, KCNK3 block inactive, DYRK1A inh -1.5, KCNQ1 inh inactive, KCNQ1 act inactive, hERG rescue -0.9, PolyA inh inactive, GSK3A inh -0.6, KCNK9 block inactive and RGS4 pot inactive.
Screening COC(=O)CN1C(=O)COc2ccc(S(=O)(=O)N3CCCCCC3)cc21 returned RGS4 block inactive, GSK3B inh 0.1, KCNK3 block inactive, DYRK1A inh -4.1, KCNQ1 inh inactive, KCNQ1 act inactive, hERG rescue -4.6, PolyA inh inactive, GSK3A inh -2.9, KCNK9 block inactive and RGS4 pot inactive.
For O=C1CSC(c2cccc(F)c2)N1c1c(F)cccc1F (stereo not given) the results were RGS4 block inactive, GSK3B inh -1.8, KCNK3 block inactive, DYRK1A inh 2.2, KCNQ1 inh inactive, KCNQ1 act inactive, hERG rescue -7.0, PolyA inh inactive, GSK3A inh -0.3, KCNK9 block inactive and RGS4 pot inactive.
COc1ccccc1N1CCN(Cc2cc3c(cc2Br)OCCO3)CC1 was read as RGS4 block inactive, GSK3B inh -1.5, KCNK3 block inactive, DYRK1A inh -5.5, KCNQ1 inh inactive, KCNQ1 act inactive, hERG rescue -8.1, PolyA inh inactive, GSK3A inh -1.9, KCNK9 block inactive and RGS4 pot inactive.
Cn1c(-c2c(N)n(CCc3ccccc3)c3nc4ccccc4nc23)nc2ccccc21 was read as RGS4 block inactive, GSK3B inh -2.0, KCNK3 block -8.79*, DYRK1A inh -6.2, KCNQ1 inh 13*, KCNQ1 act inactive, hERG rescue -19.2, PolyA inh inactive, GSK3A inh -0.7, KCNK9 block -7.85* and RGS4 pot inactive.
COc1ccc(CNC(=O)c2cc(=O)c3cc(C)c(C)cc3o2)cc1 was read as RGS4 block inactive, GSK3B inh -0.1, KCNK3 block inactive, DYRK1A inh 0.6, KCNQ1 inh inactive, KCNQ1 act inactive, hERG rescue 0.3, PolyA inh inactive, GSK3A inh -3.5, KCNK9 block inactive and RGS4 pot inactive.
For CC(=O)Nc1ccc(S(=O)(=O)N(C)CC(=O)OCC(=O)N2CC(C)OC(C)C2)cc1 (stereo not given) the results were RGS4 block inactive, GSK3B inh -1.8, KCNK3 block inactive, DYRK1A inh 10.0, KCNQ1 inh inactive, KCNQ1 act inactive, hERG rescue -4.4, PolyA inh inactive, GSK3A inh 1.8, KCNK9 block inactive and RGS4 pot inactive.
For COc1cc(NS(=O)(=O)c2ccc(NC(=S)NC(=O)c3ccc(Br)cc3)cc2)ncn1 the results were RGS4 block inactive, GSK3B inh -0.6, KCNK3 block inactive, DYRK1A inh 0.4, KCNQ1 inh inactive, KCNQ1 act inactive, hERG rescue -1.4, PolyA inh inactive, GSK3A inh -1.9, KCNK9 block inactive and RGS4 pot inactive.
Screening COc1ccc(C(=O)Nc2ccc(Cn3ccnc3)cc2)cc1OC returned RGS4 block inactive, GSK3B inh -0.9, KCNK3 block inactive, DYRK1A inh -4.3, KCNQ1 inh inactive, KCNQ1 act inactive, hERG rescue -4.1, PolyA inh inactive, GSK3A inh -0.3, KCNK9 block inactive and RGS4 pot inactive.
COc1ccc(-c2nc(CS(=O)(=O)CC(=O)NC3CCC(C)CC3)c(C)o2)cc1 (stereo not given) was read as RGS4 block inactive, GSK3B inh 19.0, KCNK3 block inactive, DYRK1A inh -8.5, KCNQ1 inh inactive, KCNQ1 act inactive, hERG rescue -7.1, PolyA inh inactive, GSK3A inh -2.9, KCNK9 block inactive and RGS4 pot inactive.
`Nc1ncc([N+](=O)[O-])c(Oc2ccccc2F)n1` gave RGS4 block inactive, GSK3B inh -4.7, KCNK3 block inactive, DYRK1A inh -0.8, KCNQ1 inh inactive, KCNQ1 act inactive, hERG rescue -5.3, PolyA inh inactive, GSK3A inh 3.0, KCNK9 block inactive and RGS4 pot inactive.
CCOc1ccccc1N(C(=O)Nc1ccc(Cl)cc1)C1=NCCS1 was read as RGS4 block inactive, GSK3B inh 0.5, KCNK3 block inactive, DYRK1A inh 4.2, KCNQ1 inh inactive, KCNQ1 act inactive, hERG rescue -4.5, GSK3A inh -1.4, KCNK9 block inactive and RGS4 pot inactive.
CC(C)(C)c1ccc(NC(=O)CCNC(=O)c2ccco2)cc1 was read as RGS4 block inactive, GSK3B inh -0.4, KCNK3 block inactive, DYRK1A inh 0.7, KCNQ1 inh inactive, KCNQ1 act inactive, hERG rescue -1.7, PolyA inh inactive, GSK3A inh -0.7, KCNK9 block inactive and RGS4 pot inactive.
`COC(=O)c1ccccc1NC(=O)CN1CCN(Cc2ccccc2)CC1` gave RGS4 block inactive, GSK3B inh -0.3, KCNK3 block inactive, DYRK1A inh -2.9, KCNQ1 inh inactive, KCNQ1 act inactive, hERG rescue -10.9, PolyA inh inactive, GSK3A inh 4.1, KCNK9 block inactive and RGS4 pot inactive.
`CCc1nc2ccccc2c(=O)n1NC(=O)c1c(O)c2ccccc2[nH]c1=O` gave RGS4 block inactive, GSK3B inh -5.0, KCNK3 block inactive, DYRK1A inh 1.9, KCNQ1 inh inactive, KCNQ1 act inactive, hERG rescue -12.6, PolyA inh inactive, GSK3A inh 0.2, KCNK9 block inactive and RGS4 pot inactive.
CCCC(=O)Nc1sc(C)c(-c2ccc(C(C)CC)cc2)c1C#N (stereo not given) was read as RGS4 block inactive, GSK3B inh 0.8, KCNK3 block inactive, DYRK1A inh -2.6, KCNQ1 inh inactive, KCNQ1 act inactive, hERG rescue -11.8, PolyA inh inactive, GSK3A inh 0.5, KCNK9 block inactive and RGS4 pot inactive.
`Cc1ccc(C(=O)Nc2ccccc2-c2ccccc2)cc1S(=O)(=O)Nc1cccc(C)c1C` gave RGS4 block inactive, GSK3B inh 1.5, KCNK3 block -11.2*, DYRK1A inh -9.0, KCNQ1 inh 6*, KCNQ1 act inactive, hERG rescue -6.9, PolyA inh inactive, GSK3A inh -4.6, KCNK9 block -9.39* and RGS4 pot inactive.
`O=C(CN1C(=O)CSc2ccc(S(=O)(=O)N3CCOCC3)cc21)NCc1ccc(F)cc1` gave RGS4 block inactive, GSK3B inh 5.4, KCNK3 block inactive, DYRK1A inh 1.1, KCNQ1 inh inactive, KCNQ1 act inactive, hERG rescue -9.6, PolyA inh inactive, GSK3A inh 0.0, KCNK9 block inactive and RGS4 pot inactive.
`COCc1nn2c(N)c(C#N)cnc2c1-c1ccccc1` gave RGS4 block inactive, GSK3B inh 3.3, KCNK3 block inactive, DYRK1A inh -2.6, KCNQ1 inh inactive, KCNQ1 act inactive, hERG rescue -8.8, PolyA inh inactive, GSK3A inh -1.6, KCNK9 block inactive and RGS4 pot inactive.
`O=C(CSc1ccc(Cl)cc1)c1ccco1` gave RGS4 block inactive, GSK3B inh -1.5, KCNK3 block inactive, DYRK1A inh -6.9, KCNQ1 inh inactive, KCNQ1 act inactive, hERG rescue -10.7, PolyA inh inactive, GSK3A inh -0.3, KCNK9 block inactive and RGS4 pot inactive.
`COc1ccc(Cl)cc1NC(=O)CN(C)S(=O)(=O)c1cccs1` gave RGS4 block inactive, KCNK3 block inactive, DYRK1A inh 6.2, KCNQ1 inh inactive, KCNQ1 act inactive, hERG rescue -14.7, PolyA inh inactive, GSK3A inh -0.9, KCNK9 block inactive and RGS4 pot inactive.
Screening CCOC(=O)c1c[nH]c2c3c(ccc2c1=O)CCCC3 returned RGS4 block inactive, GSK3B inh 0.3, KCNK3 block inactive, DYRK1A inh 9.5, KCNQ1 inh inactive, KCNQ1 act inactive, hERG rescue -17.2, PolyA inh inactive, GSK3A inh 0.3, KCNK9 block inactive and RGS4 pot inactive.
For Cc1cccc(CS(=O)(=O)Cc2ccc(C(=O)NCCc3ccccc3)o2)c1 the results were RGS4 block inactive, GSK3B inh -1.8, KCNK3 block inactive, DYRK1A inh -1.7, KCNQ1 inh inactive, KCNQ1 act inactive, hERG rescue -11.7, PolyA inh inactive, GSK3A inh 2.9, KCNK9 block inactive and RGS4 pot inactive.
`C/C(N)=C(/C#N)C(=O)CSc1nnnn1-c1ccc(C)cc1C` gave RGS4 block inactive, GSK3B inh 1.4, KCNK3 block inactive, DYRK1A inh -7.7, KCNQ1 inh inactive, KCNQ1 act inactive, hERG rescue -10.0, PolyA inh inactive, GSK3A inh -0.8, KCNK9 block inactive and RGS4 pot inactive.
`O=C(CCNC(=O)c1ccccc1Cl)Nc1ccc2c(c1)OCO2` gave RGS4 block inactive, GSK3B inh 0.8, KCNK3 block inactive, DYRK1A inh -2.2, KCNQ1 inh inactive, KCNQ1 act inactive, hERG rescue -15.3, PolyA inh inactive, GSK3A inh 1.9, KCNK9 block inactive and RGS4 pot inactive.
For COc1ccccc1CC(=O)Nc1cccc2c1CCCC2 the results were RGS4 block inactive, GSK3B inh -1.2, KCNK3 block inactive, KCNQ1 inh inactive, KCNQ1 act inactive, hERG rescue -7.2, PolyA inh inactive, GSK3A inh 0.6, KCNK9 block inactive and RGS4 pot inactive.
Screening Cc1ccc(C(=O)O)c(C(=O)Nc2nc(C)cs2)c1 returned RGS4 block inactive, GSK3B inh -0.2, KCNK3 block inactive, DYRK1A inh 6.6, KCNQ1 inh inactive, KCNQ1 act inactive, hERG rescue -9.7, GSK3A inh -2.0, KCNK9 block inactive and RGS4 pot inactive.

From PubChem

Some of the compounds tested. The share of hits here may be higher or lower than overall.
